Source: PubChem BioAssay
CRFR2-BP antag: antagonists of CRF-BP/CRF-R2 complex, primary screen, cell-based, HEK293, calcium dye fluorescence, uHTS; AID 588475, 2011; CRF-induced calcium fluorescence; 350,000 compounds, 0.59% hits; inhibition, % at 11.8 µM;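 active means inhibition of the ligand-induced calcium signal above about 50% at the single tested concentration, limit read from the data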
CHRM5 PAM: human M5 muscarinic receptor positive allosteric modulators, primary screen, CHO-K1 cells, Fluo-8 calcium fluorescence; activation, % at 3 µM; 360,000 compounds, 0.3% hits; AID 624038, 2012; Muscarinic acetylcholine receptor M5 (Homo sapiens), P08912; CHO-K1 hM5, ACh EC20 PAM; 0% = ACh EC20, 100% = ACh EC100;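 active means activation above the run cutoff, the mean activation of all test compounds plus 3 SD, cut at about 18% in these data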
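System – CHO-K1 hM5 cells · Compound – 3 µM, single dose · Incubation – compound preincubation 140 s before EC20 acetylcholine addition · Technique – Fluo-8 calcium fluorescence · Measure – Max/basal fluorescence ratio as % of EC20–EC100 ACh window · Benchmarks – low control EC20 acetylcholine (0%), high control EC100 acetylcholine (100%) · Replication – singlicate, one well per test compound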
M5 antag: human M5 muscarinic receptor antagonists, primary screen, CHO cells, Fluo-8 calcium fluorescence | Muscarinic acetylcholine receptor M5 (Homo sapiens), P08912 | CHO-hM5 cells, ACh EC80 | inhibition, % at 3 µM | 360,000 compounds, 0.59% hits;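 active means inhibition above a per-plate cutoff, the mean of that plate's test compounds plus 3 SD, cut at about 27% in these data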;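 further: 0% = acetylcholine EC80 with DMSO and 100% = DMSO without agonist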
CRFBP-R2 agonist: agonists of CRF-BP/CRF-R2 complex, primary screen, cell-based, HEK293, calcium dye fluorescence, uHTS | activation, % at 13.2 µM | AID 588473, 2011 | 350,000 compounds, 0.46% hits | calcium dye fluorescence (FLIPR); percent of saturating CRF peptide response;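 active means activation of at least 50%, plus an integration ratio under a set limit after plate pattern correction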;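 further: plate controls were neutral control wells without compound for no effect and CRF at EC100 for full effect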
M4 PAM: human M4 muscarinic receptor positive allosteric modulators, primary screen, CHO-K1 cells, Fluo-8 calcium fluorescence; Muscarinic acetylcholine receptor M4 (Homo sapiens), P08173; CHO-K1 hM4/Gqi5, ACh EC20; 0% = ACh EC20, 100% = maximal ACh; activation, % at 3 µM; 360,000 compounds, 0.4% hits;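 active means activation above its plate's cutoff, the mean activation of sample wells plus 3 SD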; further: some results filed as inactive read as strong as hits
Target sequence (P08173 whole entry, looked up): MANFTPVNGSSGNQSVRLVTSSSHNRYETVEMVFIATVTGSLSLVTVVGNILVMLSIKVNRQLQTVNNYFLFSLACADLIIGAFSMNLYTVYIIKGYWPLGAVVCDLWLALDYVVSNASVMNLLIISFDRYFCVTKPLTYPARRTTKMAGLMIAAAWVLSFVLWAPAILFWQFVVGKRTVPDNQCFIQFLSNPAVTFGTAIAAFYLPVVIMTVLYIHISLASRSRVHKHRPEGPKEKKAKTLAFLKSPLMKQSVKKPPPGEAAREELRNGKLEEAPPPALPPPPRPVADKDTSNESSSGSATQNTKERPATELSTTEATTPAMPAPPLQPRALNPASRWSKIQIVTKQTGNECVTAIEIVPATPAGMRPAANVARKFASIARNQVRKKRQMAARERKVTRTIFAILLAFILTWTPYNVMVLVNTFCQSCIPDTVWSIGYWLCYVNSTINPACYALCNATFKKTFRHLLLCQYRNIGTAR
M4 antag: human M4 muscarinic receptor antagonists, primary screen, CHO cells, Fluo-8 calcium fluorescence | AID 624125, 2012 | CHO-hM4 cells, ACh EC80 | 360,000 compounds, 0.73% hits | Muscarinic acetylcholine receptor M4 (Homo sapiens), P08173 | inhibition, % at 3 µM;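 active means inhibition above its plate's cutoff, the mean inhibition of sample wells plus 3 SD, cut at about 27% in these data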;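 further: 0% = acetylcholine EC80 with DMSO and 100% = DMSO without agonist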
M4 ag: human M4 muscarinic receptor agonists, primary screen, CHO-K1 cells, Fluo-8 calcium fluorescence; CHO-K1 hM4/Gqi5; vehicle 0%, full acetylcholine response 100%; Muscarinic acetylcholine receptor M4 (Homo sapiens), P08173; activation, % at 3 µM; 360,000 compounds, 0.14% hits;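 active means activation above the run mean over all test wells plus 3 SD, cut at about 32% in these data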;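 further: peak over basal fluorescence ratio per well then scaled between controls; 0% = DMSO wells and 100% = acetylcholine at EC100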
CHRM5 agonist: human M5 muscarinic receptor agonists, primary screen, CHO-K1 cells, Fluo-8 calcium fluorescence | Muscarinic acetylcholine receptor M5 (Homo sapiens), P08912 | CHO-K1 hM5 cells; 0% DMSO wells, 100% maximal acetylcholine response | activation, % at 3 µM | 360,000 compounds, 0.19% hits;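 active means activation above the run's mean over test compounds plus 3 SD, cut at about 23% in these data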;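 further: signal is peak over basal fluorescence ratio across the kinetic read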
IDE inh: human IDE inhibitors in live cells, primary screen, fluorescence polarization, HEK cells, FAbetaB substrate. AID 434962, 2010. 320,000 compounds, 0.41% hits. inhibition, % at 5.59 µM. FAbetaB cleavage. Insulin-degrading enzyme (Homo sapiens), P14735;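 active means percent inhibition above the average of all tested compounds plus 3 SD, set per screening campaign, cut at about 16% in these data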;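 further: IDE supplied by intact live HEK cells; FP after avidin binding of uncleaved biotin substrate so inhibition keeps polarization high; 0% = DMSO wells and 100% = 60 µM reference IDE inhibitor Ii1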
The depositor's hits bear a star; . = no result given.

Structure,CRFR2-BP antag,CHRM5 PAM,M5 antag,CRFBP-R2 agonist,M4 PAM,M4 antag,M4 ag,CHRM5 agonist,IDE inh
CCOc1ccccc1N(CC(=O)Nc1ccccc1C(=O)NCc1ccco1)S(C)(=O)=O,-16,-4,2,11,-12,11,3,6,1
COc1ccc(C=O)cc1COc1c(F)c(F)cc(F)c1F,17,4,0,-1.0,1,6,-1,-13,1
CCN(CC(=O)Nc1ccccc1OC)C(=O)c1ccccc1Sc1ccccc1C#N,2,-12,10,-1.1,2,-3,12,3,0
O=C(Nc1cc(S(=O)(=O)N2CCOCC2)ccc1N1CCCC1)c1ccccc1F,-2,0,0,-2.4,-4,2,3,2,.
Cc1ccc(S(=O)(=O)Nc2ccccc2F)cc1C(=O)N1CCN(c2ccccc2O)CC1,-8,-9,0,2.1,-5,1,10,5,-1
CCCC(=O)c1ccc(N2CCN(S(=O)(=O)c3ccc(C)cc3)CC2)c(F)c1,-9,-7,11,4.8,7,-3,2,-2,-2
S=C(Nc1cccc(Cl)c1Cl)Nn1cnnc1,1,0,2,-1.3,11,14,1,-2,4
CC(C)Oc1cccc(C(=O)C2CCCN(C(=O)CCc3cnn(C)c3)C2)c1 (configuration not stated),6,3,-4,2.3,-1,1,4,-1,-1
CC(=O)/C(=N\Nc1ccc(C)cc1)N1CCOCC1,15,-6,-2,-1.2,-1,8,-1,-3,4
CNC(=S)N/N=C/c1ccc(-c2cc([N+](=O)[O-])ccc2Cl)o1,-2,8,-14,0.2,-3,-2,1,-2,1
CCCCc1nc(SCC(=O)Nc2cc(C)on2)n[nH]1,-9,4,1,1.6,4,-10,2,0,-1
COc1ccc(CC(=O)Nc2ccc(-c3cn4ccc(C)cc4n3)cc2)cc1,-2,-7,5,-0.1,4,-2,4,2,8
COc1ccc(N2CCN(CC(=O)c3c(C)n(C)c4ccc(OC)cc34)CC2)cc1,-16,7,-4,-0.7,3,-5,0,-3,7
C[C@@H](NC(=O)c1nc[nH]c1C(=O)N1CCN(c2ccccc2)CC1)c1ccccc1,-6,5,6,-0.9,1,3,2,-5,-3
COc1ccc(CCNc2oc(Cc3ccccc3)nc2C#N)cc1OC,15,-15,6,-2.1,-7,15,7,1,-4
O=C(C/C=N/OCc1ccc(Cl)cc1)c1cnc(-c2ccccc2)s1,15,-5,-6,5.0,0,5,1,-4,-2
CC1(Oc2ccc(F)cc2)CCN(Cc2ccccc2OC(F)F)C1 (configuration not stated),.,-2,0,.,-2,-6,-1,-1,.
COc1cc2c(cc1OC)CN(C1CC(=O)N(c3c(C)cccc3C)C1=O)CC2 (configuration not stated),-7,0,12,0.1,6,3,2,2,5
CN(CC(=O)Nc1cccc(F)c1)C(=O)c1ccc2c(=O)n3c(nc2c1)CCC3,-22,-7,4,1.1,-5,3,2,1,7
COc1cccc(N2CCN(C(=O)c3cc(-c4ccccc4)nc4c3cnn4C(C)C)CC2)c1,-21,-3,3,46,10,-12,0,-2,1
C=C(C)COc1ccc(C2NC(=O)c3ccccc3O2)cc1OCC (configuration not stated),-14,2,3,0.6,-3,-5,0,-5,.
CC1=NN(C(=O)CSCc2ccccc2)C(O)(c2ccccc2)C1 (configuration not stated),9,11,2,-0.1,-1,-10,2,2,0
COc1ccc(NC(C)=O)cc1S(=O)(=O)N1CCn2cccc2C1C (configuration not stated),-6,9,1,0.3,8,-6,-1,-1,0
COc1ccc(Cl)cc1NC(=O)CN(C)CC(=O)Nc1ccc2c(c1)OCO2,11,2,-6,0.0,-1,1,5,-2,.
O=C(NOCc1ccccc1)c1ccc(Cl)cc1,1,-1,-3,-0.4,-3,18,0,-1,-5
O=C(CNC(=O)c1ccc2ccccc2c1)NC1CCCCC1,-10,-4,8,-0.3,5,-3,1,-4,2
COc1ccc(OC)c(NC(=O)COC(=O)CCS(=O)(=O)c2ccc(Cl)cc2)c1,0,0,-5,-1.8,10,-18,4,1,8
Cc1ccc(-c2cc(C(=O)NCCCn3ccnc3)c3ccccc3n2)s1,-68,-3,4,-1.4,-5,-16,2,3,-3
COc1ccc(CCNC2CC(=O)N(CCc3ccccc3)C2=O)cc1OC (configuration not stated),30,3,-3,-1.0,3,1,4,4,-4
CC(NC(=O)C1CC(=O)N(c2ccc3c(c2)OCCO3)C1)c1ccccc1 (configuration not stated),-16,-1,3,4.5,7,-14,1,0,.
COC(=O)/C(=C/c1ccccc1)NC(=O)c1ccco1,10,0,10,-4.6,-1,9,0,-1,5
Cc1ccccc1C(=O)NCCCNC(=O)c1ccco1,12,3,4,0.4,-9,7,-1,-2,6
Cc1ccc(S(=O)(=O)Cc2ccc(C(=O)OCc3ccccc3)cc2)cc1,15,-7,-3,2.0,-5,-3,0,-7,6
COc1ccc(NC(=O)CN(C)CC(=O)Nc2cccc3ccccc23)c(OC)c1,1,-3,0,1.4,2,1,3,-2,.
CC(NC(=O)Cn1nc(C(F)(F)F)c2c1CCC2)c1ccccc1 (configuration not stated),2,1,-5,1.9,6,-22,0,-4,5
COc1ccc(Cl)cc1NC(=O)COC(=O)CCCN1C(=O)c2ccccc2C1=O,22,-14,10,-1.2,-8,-4,10,1,-1
CCC[N+]1(CC#CC(O)(c2ccccc2)C2CCCCC2)CCCCC1 (configuration not stated),-2,-37,99*,-0.7,-56,97*,0,-20,-1
CC(C)c1cc(NCCN2CCOCC2)n2c(nc3ccccc32)c1C#N,1,-2,1,0.3,1,5,0,4,.
COc1cc(OC)c(C2Nc3cccc4cccc(c34)N2)c(OC)c1,-8,2,-5,3.4,3,-9,2,0,.
O=C(c1ccccc1)c1ccc(OCC(O)CNCc2ccc(Cl)cc2)cc1 (configuration not stated),-28,-2,10,4.8,0,-2,8,0,1
Cc1ccc(CSc2nnc(-c3ccncc3)n2CC2CCCO2)cc1 (configuration not stated),-11,-6,-5,4.5,-1,-2,2,-3,-3
CN(C)CCCn1c(-c2ccccc2)nc(=S)c2c1CCCC2,-11,-3,-2,-1.3,-7,-5,1,-5,-1
COc1cc(OC)c(C(=O)N2CCCC2)cc1OC,1,4,12,-1.6,3,0,1,0,-2
O=C(CSc1nnc(-c2ccc(S(=O)(=O)N3CCCC3)cc2)o1)NCC1CCCO1 (configuration not stated),2,-1,11,-1.6,8,-2,1,-3,2
CC1CCc2sc(C(=O)NNC(=S)NCC3CCCO3)cc2C1 (configuration not stated),0,-4,5,-0.5,1,-3,2,0,2
CCOc1ccccc1C(=O)NCC(=O)Nc1ccc2c(c1)OCO2,-16,9,0,7.0,8,-11,0,1,-1
O=C(OCC(=O)N1CCCc2ccccc21)c1ccc(F)c(S(=O)(=O)N2CCOCC2)c1,18,-3,2,1.3,2,-10,4,3,1
CCOc1cc(C)c(Cl)cc1S(=O)(=O)NCc1ccc2c(c1)OCO2,-13,-2,1,0.4,-3,-6,2,0,5
CCN(C(=O)N1CCOCC1)c1ccccc1,6,-10,-13,-0.3,0,-2,0,5,-1
Cc1cccc(NC(=O)C(=O)NCC2CCCN2S(=O)(=O)c2cccs2)c1C (configuration not stated),5,3,-1,1.0,-5,-4,7,-1,-4

More records:
Structure,CRFR2-BP antag,CHRM5 PAM,M5 antag,CRFBP-R2 agonist,M4 PAM,M4 antag,M4 ag,CHRM5 agonist,IDE inh
COC[C@@H]1NS(=O)(=O)c2ccc(Br)cc2O[C@H]1c1ccccc1,2,-1,0,0.3,-4,-9,2,0,.
CCc1ccccc1NC(=O)C1CCCN1C(=O)Nc1ccc(C)cc1 (configuration not stated),1,8,-1,0.3,-2,3,0,-2,1
Cc1cccc(NC(=O)N2CCCC(CNC(=O)c3ccccc3Cl)C2)c1C (configuration not stated),3,-6,5,1.5,-3,3,1,-2,3
Cc1ccccc1NC(=O)/C=C1\SC(=O)NC1=O,-4,-7,9,-2.2,-4,-4,0,0,6
Cc1cccc(N2CCN(C(=O)CCc3nc4ccccc4c(=O)[nH]3)CC2)c1C,74*,8,14,-4.8,11,-11,0,3,1
CCC(C)(C)NC(=O)CN(Cc1ccc2c(c1)OCO2)C(=O)CCC(=O)Nc1ccccn1,-4,1,-1,-0.9,4,0,2,2,1
CC(C)(C)c1ccc(C(=O)NNC(=O)Cc2ccccc2)cc1,3,-3,6,-1.0,4,0,1,0,2
